Tb PGK inh = qHTS Assay to Find Inhibitors of Phosphoglycerate Kinase. Phosphoglycerate kinase, glycosomal (Trypanosoma brucei brucei), P07378. Potency, µM (titrated, usually from 57.5 µM), inactives show at the highest dose activity change, negative = inhibition, most hits filed as inhibitors. PGK/GAPDH coupled, Kinase-Glo luminescence, 60 min. 0.043% of 380,000 active; also: potency is read from the fitted curve at half-maximal effect; % is scaled to controls: 0 for no effect and ±100 for the full control effect; nearly all actives have a fitted effect of over 60% in size
Target sequence (P07378 whole entry, looked up): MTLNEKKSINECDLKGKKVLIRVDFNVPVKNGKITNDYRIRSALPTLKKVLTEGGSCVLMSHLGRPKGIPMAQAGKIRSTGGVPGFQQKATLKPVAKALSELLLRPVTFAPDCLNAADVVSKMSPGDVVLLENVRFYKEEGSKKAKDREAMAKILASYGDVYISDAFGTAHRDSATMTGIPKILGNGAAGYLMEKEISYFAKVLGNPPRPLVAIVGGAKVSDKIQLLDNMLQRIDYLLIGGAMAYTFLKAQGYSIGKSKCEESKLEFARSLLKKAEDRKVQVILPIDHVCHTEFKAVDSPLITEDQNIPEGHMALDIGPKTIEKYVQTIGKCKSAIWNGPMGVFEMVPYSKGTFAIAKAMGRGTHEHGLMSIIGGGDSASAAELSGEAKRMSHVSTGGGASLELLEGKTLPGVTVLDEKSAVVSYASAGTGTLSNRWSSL
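Recombinant glycosomal PGK reaction used 1,3-bisphosphoglycerate generated in-well by GAPDH (100nM final) in 100mM TEA pH 7.6, 5mM MgCl2, 0.01% Tween-20. After 60 minutes at room temperature, ATP was read by Kinase-Glo Plus luminescence end-point.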
HP1b binding inh = HTS for Inhibitors of HP1-beta Chromodomain Interactions with Methylated Histone Tails; Chromobox protein homolog 1 (Homo sapiens), P83916; AlphaScreen HP1-beta / biotin-H3K9me3 peptide binding; Potency, µM (highest dose often 114 µM), for the others: at the top dose activity change, negative = inhibition, actives largely listed as inhibitors; 0.56% of 390,000 active; AID 540317, 2011; also: potency is read from the fitted curve at half-maximal effect; nearly all actives have a fitted effect of over 70% in size; inactives centre near 23
Target sequence (P83916 whole entry, looked up): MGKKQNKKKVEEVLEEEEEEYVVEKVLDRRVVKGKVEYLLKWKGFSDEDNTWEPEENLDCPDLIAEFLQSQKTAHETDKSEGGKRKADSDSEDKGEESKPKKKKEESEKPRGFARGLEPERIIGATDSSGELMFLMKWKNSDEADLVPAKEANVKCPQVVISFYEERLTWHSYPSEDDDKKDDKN
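AlphaScreen: HP1-beta (50 nM) preformed 30 min with biotin-H3(1-18)K9me3 peptide (50 nM) in PBS pH 7.4, 0.01% Tween-20. Compound added for 30 min at RT, then streptavidin donor/nickel chelate acceptor beads (10 ug/mL) for 30 min.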
PI4K2A inh = qHTS for small molecular inhibitors of PI4K2A. Phosphatidylinositol 4-kinase type 2-alpha (Homo sapiens), Q9BTU6. purified PI4K2A, ADP-Glo luminescence, 1 h; stronger effect = lower value. activity change, negative = inhibition, % at 76.9 µM. 0.13% of 420,000 active. AID 1346378, 2018; in the data active = activity change below about -50%; inconclusive = mostly about -30% to -49%;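 also: -100% = wells without enzyme as full effect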
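PI4K2A activity was measured by ADP-Glo luminescence: enzyme (4 ug/mL stock) and phosphatidylinositol (1.2 mM stock) in Tris pH 7.5/MgCl2/EGTA/Triton X-100 buffer were reacted with ATP (300 microM stock) for one hour at ambient temperature.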
BAZ2B inh = qHTS Assay for Inhibitors of BAZ2B; 4.4% of 360,000 active; Potency, µM (highest dose often 114 µM), without a hit: at the highest dose activity change, negative = inhibition, usual class: inhibitors; Bromodomain adjacent to zinc finger domain protein 2B (Homo sapiens), Q9UIF8; AID 504333, 2011; AlphaScreen BAZ2B-H3K14Ac peptide displacement; also: potency is read from the fitted curve at half-maximal effect; % is scaled to controls: 0 for no effect and ±100 for the full control effect; nearly all actives have a fitted effect of over 60% in size
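Compounds, titrated to a top concentration of 110 uM, were incubated 30 min at room temperature with preformed BAZ2B/acetyl-K14 H3 peptide complex (50 nM each). Proximity signal was measured by AlphaScreen after 20 min with beads.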
Pin1 inhibitor = qHTS Assay to Find Inhibitors of Pin1; Pin1 FP peptide displacement, HiFluor488, 10 min; 0.009% of 390,000 active; Peptidyl-prolyl cis-trans isomerase NIMA-interacting 1 (Homo sapiens), Q13526; Potency, µM (highest dose often 115 µM), for inactives: at the highest dose activity, negative = inhibition, actives largely listed as inhibitors; active = well fitted inhibition curve with a large enough effect in the polarisation, with a control signal flat, not every such curve was filed as active; inconclusive = small, poorly fitted or top-dose-only effect, or effect the other way, or a change in a side signal; inactive = no such curve, though single readings can be large or run the other way; the % refers to the polarisation; also: potency is read from the fitted curve at half-maximal effect; % is scaled to controls: 0 for no effect and ±100 for the full control effect
G9a inh = qHTS Assay for Inhibitors of Histone Lysine Methyltransferase G9a; Histone-lysine N-methyltransferase EHMT2 (Homo sapiens), Q96KQ7; G9a H3K9 monomethylation, AlphaScreen, 2 h; Potency, µM (doses to about 102 µM), for inactives: at the top dose activity, negative = inhibition, usual class: inhibitors; 8.8% of 350,000 active; also: potency is read from the fitted curve at half-maximal effect; % is scaled to controls: 0 for no effect and ±100 for the full control effect; nearly all actives have a fitted effect of over 75% in size
Target sequence (Q96KQ7 913-1193 limits assumed): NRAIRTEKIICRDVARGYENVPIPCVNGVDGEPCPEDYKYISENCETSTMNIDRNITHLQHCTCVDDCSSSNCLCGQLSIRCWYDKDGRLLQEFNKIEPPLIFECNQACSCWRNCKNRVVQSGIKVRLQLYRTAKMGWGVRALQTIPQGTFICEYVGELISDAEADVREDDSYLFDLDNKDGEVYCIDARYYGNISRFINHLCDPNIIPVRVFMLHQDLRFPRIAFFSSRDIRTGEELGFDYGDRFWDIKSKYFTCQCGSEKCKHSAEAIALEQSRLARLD
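AlphaScreen read-out: biotin-H3K9 peptide (500 nM) methylation by 20 nM enzyme with 20 uM SAM, 2 h at room temperature after 15 min compound preincubation; anti-monomethyl H3K9 antibody plus donor/acceptor beads, 10 min dark.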
GLS inh = qHTS for Inhibitors of Glutaminase (GLS) | 0.21% of 410,000 active | GLS enzymatic activity, qHTS titration | AID 624170, 2012 | Potency, µM (highest dose often 45.5 µM), for the others: top-dose activity change, negative = inhibition, actives largely listed as inhibitors; also: potency is read from the fitted curve at half-maximal effect; % is scaled to controls: 0 for no effect and ±100 for the full control effect
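Glutamate formation by hKGA was monitored fluorometrically using coupled glutamate oxidase, HRP and Amplex Red. Substrate was added as 1 mM L-glutamine solution; incubation was 30 min at RT after an initial read.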
POLH inh = qHTS for Inhibitors of Polymerase Eta. recombinant Pol eta, fluorescent DNA replication assay. DNA polymerase eta (Homo sapiens), Q9Y253. Potency, µM (highest dose often 114 µM), without a hit: top-dose activity change, negative = inhibition, usual class: inhibitors. AID 588591, 2011. 1.2% of 390,000 active; also: potency is read from the fitted curve at half-maximal effect; % is scaled to controls: 0 for no effect and ±100 for the full control effect
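Pol eta (10 nM) was preincubated with compounds for 15 min at room temperature, after which fluorescent replication substrate (50 nM final) was added to start the reaction. Fluorescence was read kinetically at 0 and 10 min.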
JMJD2A Tudor inh = qHTS Assay for Inhibitors of JMJD2A-Tudor Domain | Potency, µM (titrated, usually from 114 µM), without a hit: at the highest dose activity change, negative = inhibition, most hits filed as inhibitors | AlphaScreen JMJD2A-Tudor / H3K4me3 peptide binding | Lysine-specific demethylase 4A (Homo sapiens), O75164 | 4.4% of 390,000 active; also: potency is read from the fitted curve at half-maximal effect; % is scaled to controls: 0 for no effect and ±100 for the full control effect; nearly all actives have a fitted effect of over 50% in size
An asterisk follows results filed as active; i = inactive; ? = inconclusive; / = not tested or not shown; & = joins results of further samples; [ ] = another dose, or the depositor's remark. Unless noted, calls follow the shape of the dose curve; as a rule, active = well fitted curve in the direction sought with a large enough effect; inconclusive = small, poorly fitted or top-dose-only effect, or another doubt; inactive = no such curve, though single readings can be large; an effect the other way counts as inactive or inconclusive.

SMILES	Tb PGK inh	HP1b binding inh	PI4K2A inh	BAZ2B inh	Pin1 inhibitor	G9a inh	GLS inh	POLH inh	JMJD2A Tudor inh
Cc1ccc(-c2nc3cc(NC(=O)c4cc(Br)ccc4Cl)ccc3o2)cc1	/	0%	-5	?	14%	?	-15%	/	-12%
Cc1cc(NC(=O)c2ccccc2-c2ccccc2C(=O)O)no1	4%	22%	3	3%	-12%	?	9%	-15%	-7%
COCc1ccc(C(=O)N2CCCC(C(=O)c3ccc(Cl)cc3C)C2)o1 (stereo not drawn)	2%	6%	0	-12%	-3%	-9%[0.501 µM]	15%	-4%	?
COC(=O)CN1C(=O)[C@H]2[C@@H](c3ccc(C)o3)N3C(=O)CN(Cc4ccc(-c5ccccc5)cc4)C(=O)[C@@]3(C)[C@H]2C1=O	-3%	34%	3	-18%	3%	40µM*	-19%	-5%	-20%
C/C(=C\C(=O)c1ccc(C)o1)Nc1ccc(C(=O)O)cc1C	3%	-9%	-3	?	-7%	71µM*	4%	1%	28µM*
COc1cccc(-n2cc(C(=O)NCCc3cccc(C)c3)c3ccccc3c2=O)c1	7%	29%	0	-29%	7%	-5%[59 µM]	-3%	?	-13%
Cc1ccc(CNC(=O)Cn2ccn(-c3ccc(F)cc3)c(=O)c2=O)cc1	-3%	12%	-1	-11%	-3%	-1%[59 µM]	-2%	-18%	-8%
CCCOc1ccc(N2C(=O)CC(N3CCN(CCN=CC4C(=O)CC(C)(C)CC4=O)CC3)C2=O)cc1 (stereo not drawn)	-7%	16%	-8	8%	-2%	-1%	-1%	-10%	-5%
CC(C)c1ccc(S(=O)(=O)N2CCN(C(=O)CCNS(=O)(=O)c3ccccc3F)CC2)cc1	-2%	21%	-2	-6%	1%	10%[59 µM]	3%	-20%	-23%
CCOC(=O)C1=C(C)N=c2sc(=C(C)C)c(=O)n2C1c1ccc(N(C)C)cc1 (stereo not drawn)	/	-9%	7	/	?	/	16%	5%	89µM*
CCOc1ccc(-c2nc(C#N)c(NCCCOC)o2)cc1	-4%	62%[activator]	-1	-24%	5%	-48%[59 µM]	0%	-11%	?
Oc1ccc(Br)cc1/C=N/Nc1ncc(-c2ccccc2)cn1	i	33%	-1	-14%	3%	17%	0%	-10%	-24%
O=C(CSc1nc2ccccc2o1)NC1CCCC1	-4%	11%	1	-1%	-1%	8%[59 µM]	-1%	-2%	-9%
CC1CC(C)CN(C(=O)Cn2cc(C=O)c3ccccc32)C1 (stereo not drawn)	-10%	36%	-1	-4%	0%	-1%[59 µM]	1%	39%[activator]	-14%[11.4 µM]
COc1ccc2ccccc2c1/C=N/NC(=O)c1ccc([N+](=O)[O-])cc1	-1%	23%	6	-10%	?	12%	1%	-7%	12%
O=C(NCc1ccccc1)C1C(=O)N(Cc2ccccc2)C(=O)C1C1(O)CCCC1 (stereo not drawn)	-2%	-6%	0	8%	-4%	-11%	0%	?	-16%[57.1 µM]
Cc1nc2cc(C(F)(F)F)ccc2n1C1CCN(CC(=O)N2CCOCC2)CC1	4%	34%[activator]	2	11%	-22%	6%	13%	1%	2%
O=C(CSc1nc2nc[nH]c2c(=O)[nH]1)NC1CCCCC1	-8%	31%	-10	-5%	-6%	4%[59 µM]	-6%	-16%	9%
Cc1ccc(NC(=O)COc2coc(CN3c4ccccc4CC3C)cc2=O)c(C)c1 (stereo not drawn)	-8%	-15%	-3	?	0%	50µM*	26%	?	?
C[C@H](CO)N1C[C@H](C)[C@H](CN(C)S(=O)(=O)c2ccc(-n3cccn3)cc2)OCc2cnnn2CCCC1=O	7%	/	-5	/	/	/	13%	-10%	/
O=C(CN1CCN(c2ccccc2F)CC1)Nc1ccc2c(c1)CCC2	-3%	39%	-3	0%	-5%	-31%[59 µM]	4%	-8%	5%
CCOC(=O)C(Cc1cc(C(C)=O)ccc1OCC)C(=O)OCC	-8%	13%	9	12%	-1%	13%[59 µM]	8%	-20%	12%
COc1cc(NC(=S)NC(=O)c2ccc(F)cc2)ccc1NC(=O)c1ccco1	1%	13%	1	2%	2%	14%[59 µM]	6%	-19%	?
CCOC(=O)c1c(NC(=O)COC(=O)CCNS(=O)(=O)c2ccccc2)sc(C(=O)NC)c1C	-1%	21%	-6	/	3%	/	4%	-14%	-11%
O/N=C/c1ccc2ccccc2n1	-6%	-1%	2	-7%	-4%	/	10%	-11%	-8%

Just PI4K2A inh and Tb PGK inh, for some of the entries so far:
| Compound | PI4K2A inh | Tb PGK inh |
| --- | --- | --- |
| C/C(=C\C(=O)c1ccc(C)o1)Nc1ccc(C(=O)O)cc1C | -3 | 3% |
| CC1CC(C)CN(C(=O)Cn2cc(C=O)c3ccccc32)C1 (stereo not drawn) | -1 | -10% |

Next part:
SMILES	Tb PGK inh	HP1b binding inh	PI4K2A inh	BAZ2B inh	Pin1 inhibitor	G9a inh	GLS inh	POLH inh	JMJD2A Tudor inh
NC(=O)CN(c1ccc(Cl)cc1)S(=O)(=O)c1ccccc1	i	5%	4	6%	-4%	-4%	0%	-5%	-22%
O=C(N/N=C/c1ccsc1)c1cc(-c2cccs2)nc2ccccc12	0%	40%[activator]	-3	-16%	13%	42%[59 µM]	-5%	-24%	-9%
CSc1nc(Cl)cc(=O)[nH]1	i	57%[activator]	-4	6%	-1%	5%	-9%	-14%	1%
Cc1cc(C(=O)CSc2nnc(-c3ccco3)o2)c(C)n1CC1COc2ccccc2O1 (stereo not drawn)	-6%	23%	-1	-13%	37%[activator]	?	-11%	-14%	-20%
CC1CCCCC1N1CN=C(Nc2nc3ccccc3s2)NC1 (stereo not drawn)	i	28%	3	3%	18%	15%	-4%	-4%	-12%
COc1ccc2oc(C(=O)NC(C)c3ccccn3)c(C)c2c1 (stereo not drawn)	-10%	20%	2	/	0%	/	-4%	-8%	-6%
O=C(Cc1ccccc1)N/N=C/c1ccc([N+](=O)[O-])s1	-11%	-18%	-1	?	-6%	/	4%	-9%	-34%
CCc1cc(=O)oc2cc(C)cc(OC(C)C(=O)NCc3ccncc3)c12 (stereo not drawn)	i	30%	-3	-14%	-7%	11%	-4%	-2%	-12%
Cc1ccc(S(=O)(=O)N2CCOCC2)cc1NC(=O)COC(=O)CNC(=O)c1ccc(Oc2ccccc2)cc1	1%	-6%	0	-5%	6%	-4%[59 µM]	5%	-18%	-16%
C[C@]12c3[nH]c4cc(-c5ccco5)ccc4c3CCN1C(=O)[C@@H](CC(=O)NCc1cccc(C(F)(F)F)c1)C[C@@H]2C(=O)N1CCOCC1	7%	18%	-3	/	56%[activator]	/	-3%	-28%	?
O=C(COC(=O)/C=C/c1ccccc1[N+](=O)[O-])NC(=O)NC1CCCC1	-6%	-4%	5	-31%	-5%	?	5%	-17%	-36%
CC(O)CN1CCN(C(=O)CN2C(=O)NC(c3ccccc3)(c3ccccc3)C2=O)CC1 (stereo not drawn)	i	50%[activator]	5	2%	41%[activator]	12%	2%	-13%	3%
CCCN(CC(=O)Nc1cc(C)on1)CC(=O)Nc1ccc(F)c(F)c1F	-3%	10%	-1	/	-12%	/	-2%	-8%	-14%
C=CCn1c(SCC(=O)NCC2CCCO2)nc2scc(-c3ccc(OC)cc3)c2c1=O (stereo not drawn)	-1%	1%	5	7%	1%	68%[activator]	4%	-2%	-12%
CC(C)(O)[C@@H]1Cc2c(ccc3ccc(=O)oc23)O1	-3%	35%	0	1%	1%	-6%	1%	-13%	5%
Cc1ccc2c(=O)cc(C(=O)Nc3c(C)cccc3C)oc2c1	-3%	25%	-2	0%	-4%	?	0%	?	3%
O=C(/C=C/c1ccco1)N(Cc1cccc(Cl)c1)C1CCS(=O)(=O)C1 (stereo not drawn)	i	-8%	-25	?	-4%	?	6%	?	-29%
Oc1ccc(Br)cc1/C=N/N1CCCCC1	-8%	-6%	-8	-5%	-1%	11µM*	16%	-8%	-27%
CN1CCN(C(=O)C2=C[C@H](c3ccc4c(c3)OCO4)C[C@H](OCc3ccc(CO)cc3)O2)CC1	0%	14%	1	-11%	-5%	-4%[12.7 µM]	6%	-9%	-26%
CCc1nc(SC)ncc1C(=O)N1CCN(c2cc(C)ccc2C)CC1	i	23%	-2	-11%	-1%	-55%[59 µM]	19%	-16%	-23%
O=C(/C=C/c1ccco1)NC(=S)Nc1ccccc1Br	-2%	25%	-4	-36%	-3%	?	2%	0%	-25%
COc1cc(C(=O)O)cc(NC(=O)c2cccs2)c1OC	1%	19%	3	-8%	-4%	?	-6%	-15%	-20%
COc1ccc(OC)c(NC(=O)C(CCSC)NS(=O)(=O)c2cccs2)c1 (stereo not drawn)	15%&-5%	2%&16%	-2&-3	-9%&-14%	1%&0%	-2%	2%&5%	-7%&-18%	-18%&-6%

Bioassay records: PubChem BioAssay, National Center for Advancing Translational Sciences (NCATS)

Not all compounds are listed (hit frequency here may not be typical).
